Source: PubChem BioAssay (National Center for Advancing Translational Sciences (NCATS))
mIDH1 inhibitor = blocks human mutant IDH1 R132H enzyme. O75874. IDH1-R132H enzyme, NADPH consumption, diaphorase/resazurin fluorescence. Potency, µM (top dose mostly 76.6 µM), for inactives: top-dose activity change, negative = inhibition, hits mostly inhibitors. 390,000 tested, 0.093% active; note: nearly all actives have a fitted effect of over 65% in size
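IDH1-R132H (0.5 ug/mL dispensed) in pH 7.5 Tris buffer was preincubated 30 min with compound, then given a substrate mix of 0.016 mM NADPH and 2 mM alpha-KG for 80 min at room temperature; remaining NADPH was read by diaphorase/resazurin fluorescence.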
USP1 inh = inhibitors of human USP1/UAF1 deubiquitinase | AID 743255 | O94782 | 390,000 tested, 0.23% active | recombinant USP1/UAF1, Ub-Rhodamine cleavage fluorescence | Potency, µM (series often up to 57.1 µM), for the others: top-dose activity change, negative = inhibition, hits mostly inhibitors; note: nearly all actives have a fitted effect of over 60% in size; inactives centre near -12
Target sequence (O94782 whole entry, looked up): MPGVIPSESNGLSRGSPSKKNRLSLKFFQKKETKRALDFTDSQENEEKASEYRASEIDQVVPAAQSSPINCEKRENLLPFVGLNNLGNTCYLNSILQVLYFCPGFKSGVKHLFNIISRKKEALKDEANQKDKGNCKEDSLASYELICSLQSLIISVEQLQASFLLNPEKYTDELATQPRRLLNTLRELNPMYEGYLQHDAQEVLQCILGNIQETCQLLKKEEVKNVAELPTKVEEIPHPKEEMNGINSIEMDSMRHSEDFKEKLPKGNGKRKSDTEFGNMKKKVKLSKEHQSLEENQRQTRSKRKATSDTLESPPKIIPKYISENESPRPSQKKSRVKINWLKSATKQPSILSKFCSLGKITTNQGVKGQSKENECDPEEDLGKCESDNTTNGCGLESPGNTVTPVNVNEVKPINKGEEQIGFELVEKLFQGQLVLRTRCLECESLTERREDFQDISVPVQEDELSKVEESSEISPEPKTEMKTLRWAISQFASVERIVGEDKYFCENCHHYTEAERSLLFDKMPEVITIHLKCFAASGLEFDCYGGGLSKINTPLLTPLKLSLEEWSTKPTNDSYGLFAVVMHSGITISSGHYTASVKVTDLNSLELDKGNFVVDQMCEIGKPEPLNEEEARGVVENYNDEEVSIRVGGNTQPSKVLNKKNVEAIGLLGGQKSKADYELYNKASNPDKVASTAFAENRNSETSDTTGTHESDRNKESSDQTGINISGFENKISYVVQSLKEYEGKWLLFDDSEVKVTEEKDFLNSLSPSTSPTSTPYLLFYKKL
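1 nM enzyme complex + cpd, 15 min RT; start with Ub-Rho 150nM final; kinetic fluorescence ex 480/em 540, 6 reads q60 s. Buffer 50mM HEPES pH 7.8, 0.5mM EDTA, 0.1 mg/ml BSA, 1mM TCEP, 0.01% Tween-20.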
An asterisk follows results filed as active; ? = inconclusive. Calls come from the whole dose curve; as a rule, active = well fitted inhibition curve with a large enough effect; inconclusive = small, poorly fitted or top-dose-only effect; inactive = no such curve, though single readings can be large or run the other way. % is set by controls: 0 for no effect and ±100 for the full control effect; potency is the fitted concentration of half-maximal effect. Not all compounds are listed (hit frequency here may not be typical).

SMILES	mIDH1 inhibitor	USP1 inh
O=C(O)c1ccc(NC2=C/C(=N/S(=O)(=O)c3cccs3)c3ccccc3C2=O)cc1	19%	5µM*
C=CCC1(CC=C)CC(Cc2cnccn2)N(C(=O)OC(C)(C)C)C1 (stereo not given)	5%	-7%
CCC1NC(=O)c2cc3ccccc3cc2-n2c1nc1ccc(OC)cc1c2=O (stereo not given)	-11%	-11%
CCOC(=O)c1ccc(NC(=O)Nc2nncs2)cc1	-4%	-19%
CC(C)(C)N(Cc1ccccc1)C(=O)COC(=O)Cn1[nH]c(=O)c2ccccc2c1=O	-3%	-3%
N#Cc1ccc(C(=O)N2CCC3CC2c2cc(N4CCCCC4)ccc23)cc1 (stereo not given)	-3%	-16%
O=c1c2ccccc2c2ccccc2c(=O)n1Cc1ccc2c(c1)OCO2	11%	-25%
C[C@@H]1CCCCO[C@H](CN(C)C(=O)NC2CCCCC2)[C@@H](C)CN([C@H](C)CO)C(=O)c2cc(NC(=O)c3ccccc3)ccc2O1	-2%	-25%
COc1ncnc2c1ncn2CCCN1CCN(c2ccccn2)CC1	-6%	0%
N#Cc1nccc2ccc(OCc3ccc(Br)cc3)cc12	11%	-20%
CCN(CC)C(=O)C1=C(C)N(CCC2=CCCCC2)C(=O)C(CC(=O)NCCCCc2ccccc2)C1 (stereo not given)	13%	-28%
O=C(CCNS(=O)(=O)c1ccccc1)OCc1ccc([N+](=O)[O-])cc1	-4%	-14%
CC(NS(=O)(=O)c1ccc(Br)cc1F)[C@H](O)c1ccccc1 (stereo not given in full)	-1%	-21%
Cc1cc(C)c2c(=O)n3c(nc2c1)C(CC(C)C)NC(=O)c1cccnc1-3 (stereo not given)	11%	-21%
Cc1ccc(-c2ccc(CN3C(CC(C)C)C(=O)N(Cc4cn(CCC5OCCCO5)nn4)CCS3(=O)=O)cc2)cc1 (stereo not given)	-9%	-22%
O=C1[C@H]2[C@@H](c3ccc(C(F)(F)F)cc3)N[C@]3(CCCN(Cc4ccco4)C3=O)[C@H]2C(=O)N1Cc1ccccc1	3%	-16%
CCOC(=O)C1CCN(C(=O)c2ccc3c(=O)n4nc(Nc5ccccc5CC)sc4nc3c2)CC1	8%	-25%
C[C@H](CO)N1C[C@H](C)[C@H](CN(C)S(=O)(=O)c2ccccc2F)OCc2cnnn2CCCC1=O	0%	-12%
O=c1c(-c2ccccc2)cocc1-c1ccccc1	-3%	5%
O=C1CCC(C(=O)OCC(=O)Nc2ccc(SC(F)F)cc2)=NN1	6%	-10%
O=C(NC(Cc1c[nH]c2ccccc12)C(=O)O)c1cccc(S(=O)(=O)N2CCCCC2)c1 (stereo not given)	5%	4%
Cc1cccc(C)c1NC(=O)CN(c1c(C)cccc1C)S(C)(=O)=O	-2%	?
C/C=C/c1cnc2c(c1)C(=O)N([C@H](C)CO)C[C@@H](C)[C@@H](CN(C)C(=O)NC1CCCC1)O2	8%	-22%
COc1ccc(CN2C(=O)C(CC(=O)NCC3CCCCC3)CC(C(=O)N3CCOCC3)=C2C)cc1 (stereo not given)	-3%	-18%
Cc1ccc(S(=O)(=O)N2C[C@H]3C(=O)C[C@@H](c4ccccc4)N(S(=O)(=O)c4ccc(C)cc4)[C@H]3C[C@H]2c2ccccc2)cc1	0%	-12%

In another format: three of the compounds above.
| SMILES | mIDH1 inhibitor | USP1 inh |
| --- | --- | --- |
| O=C(CCNS(=O)(=O)c1ccccc1)OCc1ccc([N+](=O)[O-])cc1 | -4% | -14% |
| CC(NS(=O)(=O)c1ccc(Br)cc1F)[C@H](O)c1ccccc1 (stereo not given in full) | -1% | -21% |
| Cc1cc(C)c2c(=O)n3c(nc2c1)C(CC(C)C)NC(=O)c1cccnc1-3 (stereo not given) | 11% | -21% |

One compound at a time, as listed above:
CC(C)(C)N(Cc1ccccc1)C(=O)COC(=O)Cn1[nH]c(=O)c2ccccc2c1=O as listed: mIDH1 inhibitor: -3%; USP1 inh: -3%
Cc1ccc(-c2ccc(CN3C(CC(C)C)C(=O)N(Cc4cn(CCC5OCCCO5)nn4)CCS3(=O)=O)cc2)cc1 (stereo not given) as listed: mIDH1 inhibitor: -9%; USP1 inh: -22%

Entries from the list above containing an aryl methoxy group, in the order listed:
SMILES	mIDH1 inhibitor	USP1 inh
CCC1NC(=O)c2cc3ccccc3cc2-n2c1nc1ccc(OC)cc1c2=O (stereo not given)	-11%	-11%
COc1ncnc2c1ncn2CCCN1CCN(c2ccccn2)CC1	-6%	0%
COc1ccc(CN2C(=O)C(CC(=O)NCC3CCCCC3)CC(C(=O)N3CCOCC3)=C2C)cc1 (stereo not given)	-3%	-18%

More entries:
SMILES	mIDH1 inhibitor	USP1 inh
COc1ccccc1NC(=O)N(C)C[C@H]1OCc2cnnn2CCCC(=O)N([C@@H](C)CO)C[C@H]1C	-2%	-8%
Cc1cccc(C)c1NC(=O)NS(=O)(=O)c1ccccc1	9%	-19%
CCCCn1c(N)c(N(CC(C)C)C(=O)CCN2C(=O)C3CC=CCC3C2=O)c(=O)[nH]c1=O (stereo not given)	-8%	-15%
CCn1c(SCC(=O)N(C)c2c(N)n(Cc3ccccc3)c(=O)[nH]c2=O)nnc1-c1cccs1	2%	-11%
CCCCCCCCSC1=CC(=O)C(OC)=C(OC)C1=O	19%	-24%
COc1ccc(NC(=O)CN2C(=O)NC(C)(Cc3ccc(OC)c(OC)c3)C2=O)cc1 (stereo not given)	8%	-21%
COc1ccc(C2=NN(C(=O)c3ccco3)C(c3cccs3)C2)cc1OC (stereo not given)	6%	-25%
CCCCOCCOC(=O)C1OC1(C)c1ccccc1 (stereo not given)	7%	-9%
O=C(OCc1cn([C@@H]2CN(C(=O)c3cccs3)[C@@H](c3ccccc3)C[C@H]2O)nn1)c1ccccc1	8%	-17%
CN(C(=O)COC(=O)c1cc([N+](=O)[O-])ccc1N1CCOCC1)C1CCCCC1	3%	?
O=C(CCS(=O)(=O)c1ccc(F)cc1)Nc1nccs1	-2%	0%
COc1ccccc1N(CC(=O)N1CCCCC1C)S(=O)(=O)c1ccc(Cl)cc1 (stereo not given)	-5%	-2%
Cc1ccc(CN(C)C(=O)CCNC(=O)c2ccc(Cl)cc2)o1	5%	-20%
COc1cccc(CN2CC(C(=O)NCCc3cn4cccnc4n3)CCC2=O)c1 (stereo not given)	2%	-14%
CC(C(=O)N1CCCCC1)N(C)CC(=O)Nc1ccc(F)c(F)c1F (stereo not given)	8%	-12%
Cc1ccc(C(=O)N/N=C/c2cccnc2)cc1Cl	-5%	8%
O=C(Nc1ccc(-c2ccco2)cc1)C1CCCN(Cc2ccco2)C1 (stereo not given)	9%	-20%
Cc1ccc(CSC2=NCCN2S(=O)(=O)c2ccc(C)cc2)cc1	8%	-27%
O=C(CNc1cccc(Br)c1)Nc1ccc(S(=O)(=O)N2CCCCC2)cc1	3%	-19%
CC1(C)CN(Cc2ccccc2)C(=O)[C@H]1CC(=O)Nc1ccccc1	13%	-15%
O=C(/C=C/c1ccc(F)cc1)Nc1cc(S(=O)(=O)N2CCOCC2)ccc1N1CCOCC1	-12%	-19%
Cc1ccc(S(=O)(=O)N2CCOCC2)cc1C(=O)NCCCN1CCCC1=O	7%	-24%
C[C@@H]1CN([C@@H](C)CO)C(=O)c2cc(Br)cnc2O[C@H]1CN(C)C(=O)Nc1ccc(F)cc1	11%	-9%
CCC/C=C/c1ccc(CN2C(C)C(=O)N(Cc3cn(CC4CCCCC4)nn3)CCS2(=O)=O)cc1 (stereo not given)	-3%	-11%
O=C(COC(=O)c1c(F)cccc1F)NC(=O)NCc1ccccc1	-2%	-13%
Additional structures follow:
SMILES	mIDH1 inhibitor	USP1 inh
CC(C)(C)Cc1c(-c2ccc(F)cc2)nc2ccc(Cl)cn12	7%	-8%
C[C@@H]1CCCCO[C@H](CN(C)Cc2ccc(C(=O)O)cc2)[C@H](C)CN([C@@H](C)CO)C(=O)c2cc(NC(=O)Nc3ccc(C(F)(F)F)cc3)ccc2O1	-2%	?
O=[N+]([O-])c1ccc2cn(C3OC(CO)C(O)C3O)nc2c1 (stereo not given)	1%	-1%
O=C1NC(Cc2ccc(O)cc2)c2nc3cc(F)c(F)cc3c(=O)n2-c2cc3ccccc3cc21 (stereo not given)	-9%	-10%
CSc1ccc(CNC(=O)C2CCC(=O)N(CC3CCCCC3)C2)cc1 (stereo not given)	7%	-25%
COc1ccc(CN(C)C[C@H]2OCCCC[C@@H](C)Oc3ccc(NS(C)(=O)=O)cc3C(=O)N([C@H](C)CO)C[C@@H]2C)cc1	12%	-23%
O[C@H]1C[C@H](c2ccccc2)N(Cc2cccs2)C[C@@H]1n1cc(C2CC2)nn1	6%	-26%
CC(C)CC1NC(=O)c2cc3ccccc3cc2-n2c1nc1ccc(F)cc1c2=O (stereo not given)	14%	-22%
COc1cc(O)c(C=NN2C(=O)CSC2=S)c(OC)c1	-3%	-27%
C[C@@H]1CCCCO[C@H](CN(C)C)[C@H](C)CN([C@@H](C)CO)C(=O)c2cc(NC(=O)Nc3ccc(C(F)(F)F)cc3)ccc2O1	0%	-12%
O=C(OCn1nnc2ccccc2c1=O)c1ccc(F)c(S(=O)(=O)N2CCOCC2)c1	-3%	-17%
CCn1cc(CN2CCCC(C(=O)Nc3cccc(-n4cccn4)c3)C2)cn1 (stereo not given)	5%	-25%
COc1cc2nnn(-c3ccncc3)c2cc1OC	9%	-11%
Cc1ccn2c(Cc3ccccc3)c(-c3ccc(F)cc3)nc2c1	24%	-24%
O=C(NC(CC(=O)N1CCN(c2ccccc2)CC1)c1ccccc1)c1ccccc1 (stereo not given)	-2%	-16%
O=C1NC(Cc2ccc(O)cc2)c2nc3ccc(F)cc3c(=O)n2-c2cc3ccccc3cc21 (stereo not given)	-3%	-10%
O=C(C[C@H]1C[C@H]2c3cc(NC(=O)CC4CC4)ccc3O[C@H]2[C@H](CO)O1)NCc1ccccc1F	7%	-3%
COC(=O)[C@H]1C[C@H](OC(=O)NC2CCCC2)[C@@]2(O)CN(S(=O)(=O)c3ccc(C)cc3)CC2[C@H]1C(=O)OC (stereo not given in full)	4%	1%
CC1=C(C(=O)N(C)C)CC(CC(=O)NCCN2CCOCC2)C(=O)N1Cc1ccc(C(C)(C)C)cc1 (stereo not given)	0%	-12%
CCn1cc(/C=C(\NC(=O)c2ccccc2)C(=O)NCCCn2ccnc2)c2ccccc21	-4%	-26%
COc1ccc([C@H]2N[C@]3(CCCN(Cc4ccc(Br)cc4)C3=O)[C@H]3C(=O)N(Cc4ccccc4)C(=O)[C@@H]23)cc1	-16%	-8%
C[C@@H]1CN([C@H](C)CO)C(=O)c2cc(C#Cc3ccccc3F)cnc2O[C@@H]1CN(C)S(=O)(=O)c1ccccc1F	10%	-23%
Cc1ccc(S(=O)(=O)N(CC(=O)NC2CC3CCC2C3)c2ccccc2)cc1 (stereo not given)	0%	5%
CCCC1NC(=O)c2cc3ccccc3cc2-n2c1nc1ccc(F)cc1c2=O (stereo not given)	2%	7%
C[C@H](CO)N1C[C@H](C)[C@H](CN(C)C(=O)c2ccccc2F)Oc2ncc(Br)cc2C1=O	11%	-27%
C[C@H]1CN([C@@H](C)CO)C(=O)CCCn2nncc2CO[C@@H]1CN(C)Cc1cccc2c1OCCCO2	5%	-23%

Entries above marked active in USP1 inh:
SMILES	mIDH1 inhibitor	USP1 inh
O=C(O)c1ccc(NC2=C/C(=N/S(=O)(=O)c3cccs3)c3ccccc3C2=O)cc1	19%	5µM*
